# Screening results (PubChem BioAssay)
# RmlCD inh 1536: inhibitors of Mycobacterium tuberculosis RmlC and RmlD coupled enzymes; P9WH09+P9WH11; RmlC+RmlD coupled enzyme assay, percent inhibition; primary screen in compound mixtures; inhibition, % at 3.6 µM; hit rate 0.03% among 160,000; AID 1533; in the data active means inhibition mostly above about 34%, no sharp cut-off; inconclusive means no clear call, values can overlap the other calls; inactive means mostly below about 22%; further: some results filed as inactive read as strong as hits
# Target sequence (P9WH09 whole entry, looked up): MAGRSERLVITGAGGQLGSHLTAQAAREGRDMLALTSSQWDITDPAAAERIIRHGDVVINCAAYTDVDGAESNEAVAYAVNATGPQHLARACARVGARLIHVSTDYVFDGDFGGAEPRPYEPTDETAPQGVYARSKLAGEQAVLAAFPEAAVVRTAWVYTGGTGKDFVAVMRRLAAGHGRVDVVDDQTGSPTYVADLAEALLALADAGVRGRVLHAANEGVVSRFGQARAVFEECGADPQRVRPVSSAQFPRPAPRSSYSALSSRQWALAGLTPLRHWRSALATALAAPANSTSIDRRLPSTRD
# Target sequence (P9WH11 whole entry, looked up): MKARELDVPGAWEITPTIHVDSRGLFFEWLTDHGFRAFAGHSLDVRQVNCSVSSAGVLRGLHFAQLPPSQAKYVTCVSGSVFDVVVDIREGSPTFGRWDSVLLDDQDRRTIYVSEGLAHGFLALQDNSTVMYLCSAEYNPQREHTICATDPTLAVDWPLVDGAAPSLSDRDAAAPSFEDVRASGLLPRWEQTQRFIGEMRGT
# GlmU inhibition: inhibition of mycobacterial GlmU enzyme – biochemical, glucosamine-1-phosphate acetyltransferase (AID 1376); M. tuberculosis GlmU acetyltransferase enzyme assay; higher % means a stronger effect; hit rate 0.25% among 220,000; inhibition, %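 (tested at 30 µM in the primary screen)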; hits with a dose series show IC50 in µM; in the data active means inhibition above about 13%; inconclusive means no clear call, values can overlap the other calls;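 further: 0% = complete reaction with vehicle and 100% = reaction without substrate; strong numbers were not always called active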
# * hit, by the source's call; ? = inconclusive; · = not tested or not shown. Only part of the results is shown; rates above refer to the full screens.
SMILES,RmlCD inh 1536,GlmU inhibition
O=C(CCn1c(=O)c2ccccc2n(Cc2cccc([N+](=O)[O-])c2)c1=O)N1CCc2ccccc2C1,-10,-4.9%
Cc1nn(-c2ccccc2)nc1CNC(=O)c1ncoc1-c1ccccc1,-6,-4.9%
Cc1onc(-c2c(Cl)cccc2Cl)c1C(=O)O/N=C(\C#N)c1ccccc1,8,3.6%
Cc1ccccc1C1=N/C(=C/c2cccs2)C(=O)O1,26,-2.1%
CC(C)C(=O)NC(=S)Nc1ccc(S(=O)(=O)N(C)Cc2ccccc2)cc1,10,0.2%
CCOc1cc(C(=S)N2CCOCC2)ccc1OC,·,-5.0%
COc1cccc(Oc2nc3ncn(Cc4ccccc4)c3c(=O)n2C)c1,15,-0.4%
Cc1[nH]n(-c2ccc(Cl)cc2)c(=O)c1/C=N/n1c(C)nc2ccccc2c1=O,·,-1.1%
CC(=O)NS(=O)(=O)c1ccc(NC(=O)c2ccccc2F)cc1,·,3.9%
O=C(N/N=C(\Cc1ncc[nH]1)c1ccccc1)c1ccccc1,-9,1.5%
COc1cccc(CNC(=O)C2CCC(CNc3c(N4CCC(C)CC4)c(=O)c3=O)CC2)c1 (configuration not stated),1,1.9%
Cc1ccc(Nc2nc(OC(C(F)(F)F)C(F)(F)F)nc(N3CCOCC3)n2)cc1,?,1.4%
N#CCC(=O)Nc1sc2c(c1C(N)=O)CCCC2,·,3.5%
O=C(NCc1ccco1)c1ccc(Br)s1,-1,1.1%
COc1ccccc1CNC(=O)c1ccc(OCc2c(C)noc2C)c(OC)c1,9,2.4%
CCCN1CCc2cc(O)cc3c2[C@H]1Cc1ccc(O)c(O)c1-3,·,-0.8%
COC(=O)CC1C(=O)NCCN1C(=S)Nc1ccccc1Cl (configuration not stated),7,1.5%
CC(C)CC(NC(=O)C(CO)NC(=O)C1CCC(=O)N1)C(N)=O (configuration not stated),-4,-3.6%
O=C(Nc1cccnc1)/C(N=Nc1ccc(Cl)c(C(F)(F)F)c1)=C(\O)c1ccccc1,11,-5.8%
O=C(CCc1nnc(C2CCCCC2)o1)N1CCN(Cc2ccccc2)CC1,·,7.0%
CC(NCc1ccco1)C(=O)N1CCc2ccccc2C1 (configuration not stated),0,-5.5%
CCn1c(SCC(=O)NCc2ccco2)nc2c(c1=O)SC(C)C2 (configuration not stated),-6,2.6%
CCOC(=O)c1sc2nccc(N(C)C)c2c1N=CNOCc1c(F)cccc1Cl,·,1.9%
CCC(C)/C=C/C1=CC2=C(Cl)C(=O)C3(C)OC(=O)C(C(=O)C(C)C(C)O)C3C2=CO1 (configuration not stated),-2,2.0%
COc1c(F)c(F)c(C(=O)Nc2ccc3oc(-c4ccncc4)nc3c2)c(F)c1F,-2,-0.4%

# Of the compounds above, five have an aryl methoxy group.
SMILES,RmlCD inh 1536,GlmU inhibition
CCOc1cc(C(=S)N2CCOCC2)ccc1OC,·,-5.0%
COc1cccc(Oc2nc3ncn(Cc4ccccc4)c3c(=O)n2C)c1,15,-0.4%
COc1cccc(CNC(=O)C2CCC(CNc3c(N4CCC(C)CC4)c(=O)c3=O)CC2)c1 (configuration not stated),1,1.9%
COc1ccccc1CNC(=O)c1ccc(OCc2c(C)noc2C)c(OC)c1,9,2.4%
COc1c(F)c(F)c(C(=O)Nc2ccc3oc(-c4ccncc4)nc3c2)c(F)c1F,-2,-0.4%

# The listing picks up with the 7 entries that preceded the break.
SMILES,RmlCD inh 1536,GlmU inhibition
O=C(Nc1cccnc1)/C(N=Nc1ccc(Cl)c(C(F)(F)F)c1)=C(\O)c1ccccc1,11,-5.8%
O=C(CCc1nnc(C2CCCCC2)o1)N1CCN(Cc2ccccc2)CC1,·,7.0%
CC(NCc1ccco1)C(=O)N1CCc2ccccc2C1 (configuration not stated),0,-5.5%
CCn1c(SCC(=O)NCc2ccco2)nc2c(c1=O)SC(C)C2 (configuration not stated),-6,2.6%
CCOC(=O)c1sc2nccc(N(C)C)c2c1N=CNOCc1c(F)cccc1Cl,·,1.9%
CCC(C)/C=C/C1=CC2=C(Cl)C(=O)C3(C)OC(=O)C(C(=O)C(C)C(C)O)C3C2=CO1 (configuration not stated),-2,2.0%
COc1c(F)c(F)c(C(=O)Nc2ccc3oc(-c4ccncc4)nc3c2)c(F)c1F,-2,-0.4%
CC(=O)NCCOC(=O)Nc1cccnc1,-4,-2.0%
O=C1CC(Sc2nnc(-c3ccccc3O)o2)C(=O)N1c1ccccc1 (configuration not stated),·,-3.4%
Cc1cc(N)n(-c2ccc(S(=O)(=O)N3CCOCC3)cc2[N+](=O)[O-])n1,5,-7.0%
COc1c2c(cc3oc(=O)ccc13)OC(C)(C)C=C2,·,-1.0%
COc1ccc(NC(=O)c2cc(OC)c(OC)cc2OC)c(S(=O)(=O)N2CCOCC2)c1,·,0.9%
O=C(Nc1ccc(Cl)cn1)c1cccc(S(=O)(=O)N2CCOCC2)c1,·,3.3%
CC(Oc1ccc(Cl)cc1Cl)C(=O)NC1=NN(c2ccccc2)C(=O)C1 (configuration not stated),-5,-0.5%
CC(C)COP(=O)(OCC(C)C)C(O)c1ccc2c(c1)OCO2 (configuration not stated),11,4.0%
COc1ccccc1OCCOCCOc1ccccc1Cl,13,-4.4%
Cc1[nH]c2ccc(F)cc2c1CCNC(=O)C1CCCCC1C(=O)OCC(F)(F)F (configuration not stated),·,-3.9%
Cc1ccc2c(COC(=O)CNC(=O)c3ccccc3)cc(=O)oc2c1,-5,5.8%
CCSC1=N/C(=C\c2cccc(F)c2)C(=O)S1,0,-4.9%
O=C(CSCc1ccc([N+](=O)[O-])cc1)NN=C1CCCCCC1,·,-0.6%
Cc1ccc(C(=O)Nc2nnc(C)s2)o1,6,-2.3%
Nc1nccnc1C(=O)OCC(=O)Nc1cccc(S(=O)(=O)N2CCCCC2)c1,10,-3.4%
C=CCN(CC=C)C(=O)c1ccc(OC2CCN(Cc3ccccn3)CC2)cc1,·,-4.4%
CCCC(=O)C1=C(O)C(C(=O)OC)C(C)(C)CC1=NC(C)C (configuration not stated),·,2.1%
Cc1ccc(-c2nnn(CCC(=O)N3CCCCC3C)n2)cc1 (configuration not stated),10,1.7%
CCN(CC)S(=O)(=O)c1ccc(-c2nnc(SCC(=O)N3CCOCC3)o2)cc1,6,3.7%
CCc1nc(SCc2cc(Cl)ccc2OC)n[nH]1,·,-1.2%
Nc1ccc2c(c1)COc1ccccc1O2,10,0.6%
CC1CCN(CCOc2ccc(Cl)c(Cl)c2)CC1,-1,1.8%
COc1ccc(S(=O)(=O)N(CC(=O)O)Cc2ccccc2)cc1OC,-2,0.4%
CCCCNC(=O)c1onc(CCl)c1C(=O)OC,·,1.5%
CCCN(CC(=O)Nc1ccc(C(N)=O)cc1)CC(=O)Nc1cc(Cl)ccc1Cl,25,2.3%

# Additional records.
SMILES,RmlCD inh 1536,GlmU inhibition
O=C(c1ccco1)N1CCN(C(c2ccccc2Cl)c2nnnn2Cc2cccs2)CC1 (configuration not stated),12,1.1%
CCN(CC)CC(=O)Nc1nn(-c2ccccc2)nc1C(N)=O,·,-3.0%
Cc1nn(-c2ccccc2)c2sc(C(=O)OCC(=O)N3CCCCC3)cc12,·,5.9%
Cc1ccc(CNS(=O)(=O)NCc2ccc(Cl)cc2)cc1,·,2.9%
Cn1c(CNC(=O)c2ccco2)nnc1SCC(=O)c1ccccc1,4,3.2%
CCCN1C(=O)/C(=C2/C=Cc3ccccc3N2CC)SC1=S,-1,1.0%
FC(F)Sc1ccc(NC(=S)NC2CCCCC2)cc1,·,-0.8%
CCCCCC(=O)NNC1=NCC(Cc2ccccc2)S1 (configuration not stated),31,-6.0%
CSc1nc(N)nc(SCC(=O)C(C)(C)C)c1C#N,·,1.5%
CCCCc1nc(Cl)c(CO)n1Cc1ccc(-c2ccccc2-c2nnn[nH]2)cc1,·,5.2%
Cc1ccc(N(C(=O)Nc2ccccc2)C2=NCCC2)cc1,10,1.4%
Cc1cc(C)cc(OCC(=O)OCC(=O)NCCC2=CCCCC2)c1,·,-0.4%
O=C(O)CSCc1nc2ccccc2[nH]1,8,-5.2%
CC(=O)Nc1ccc(NC(=O)C2CCN(S(=O)(=O)c3cccc4nonc34)CC2)cc1,-12,-9.9%
CCn1c(SCC(=O)O)nnc1-c1cccnc1,-7,3.0%
CC(=O)C1=C(c2ccccc2)OC(N)=C(C#N)C1c1ccccc1C (configuration not stated),7,5.4%
Cc1ccc(OCC(O)CNS(=O)(=O)c2ccccc2C(=O)N2CCCCC2)cc1 (configuration not stated),4,-0.7%
O=C(CSc1ccccn1)Nc1cccc2ccccc12,-10,-6.0%
CCCc1nc(-c2ccccc2O)n(-c2ccccc2)n1,-6,5.8%
S=C(NCc1ccco1)N/N=C/c1ccncc1,-2,0.8%
O=C(Nc1ccccc1)Nc1cccc2ccccc12,-2,·
CCOc1nc2ccccc2cc1C=O,11,2.4%
c1ccc(-c2n[nH]c3ccccc23)cc1,6,-1.4%
CC(=O)c1c(C)[nH]c(C(=O)COC(=O)c2cccc(S(=O)(=O)N(C)c3ccccc3)c2)c1C,23,-2.9%
C/C(CCc1ccccc1)=N\NC(=O)CCc1ccccc1,·,-2.5%

# New compounds follow:
SMILES,RmlCD inh 1536,GlmU inhibition
CC(=O)NCCOc1ccc(C(=O)O)cc1,·,-4.8%
O=C(O)c1cccc(NC(=O)c2cccc(S(=O)(=O)N3CCCCC3)c2)c1,1,2.3%
O=C(Nc1nc(-c2ccccc2)cs1)c1ccc(=O)[nH]c1,7,-3.5%
CCN(CC)S(=O)(=O)c1ccc(C(=O)Nc2cc(C)cc(C)c2)cc1,-3,0.5%
CCNCc1cc(Br)c(OCC(=O)Nc2ccccc2)c(OC)c1,·,-4.1%
CC(=O)C1=C(C)NC(=O)CC1c1ccc(Br)cc1 (configuration not stated),5,0.2%
O=C(COC(=O)c1cccc2c1C(=O)c1ccccc1C2=O)NC1CCCCC1,-2,0.2%
Cc1cccc(-n2cc(-c3ccccc3)c3c(=O)[nH]cnc32)c1,-12,1.4%
COc1ccc2c(c1)SC(C)CC2=O (configuration not stated),·,3.3%
O=[N+]([O-])c1ccccc1/C=C/C=N/n1c(-c2cc(-c3ccccc3)n[nH]2)n[nH]c1=S,5,4.9%
CC(CN1CCOCC1)OC(=O)C(c1ccccc1)c1ccccc1 (configuration not stated),·,2.5%
O=C(/C=C/c1ccc(Cl)cc1)N1CCN(c2ncccn2)CC1,-6,2.4%
COc1ccc(C2C(C(=O)NCc3cccnc3)c3ccccc3C(=O)N2C)cc1OC (configuration not stated),-1,4.9%
COc1ccccc1CCNC(=O)C(=O)NCC1OCCN1S(=O)(=O)c1ccc(Br)cc1 (configuration not stated),-6,2.1%
CC(C)Oc1cc(NC(=O)CS(=O)CC(=O)Nc2cccc(C(F)(F)F)c2)c(Cl)cc1Cl (configuration not stated),·,0.1%
COc1cc2cc(C)c(SCC(=O)N3CCOCC3)nc2cc1OC,5,0.5%
CCOC(=O)c1sc2ccc(S(=O)(=O)N3CCOCC3)cc2c1N,9,-2.4%
Cc1ccccc1-c1noc(CCC(=O)NCC2CCCO2)n1 (configuration not stated),8,4.7%
O=C(NCc1ccccc1)c1cccc(NS(=O)(=O)c2cccc3cccnc23)c1,-7,2.6%
O=C(CCl)N(Cc1ccccc1)c1ccccc1,5,-0.3%
O=C(c1ccco1)N1CCN(C(c2ccccc2)c2nnnn2Cc2cccs2)CC1 (configuration not stated),9,-0.4%
COc1ccc(CSc2nc3ccccc3c(=O)n2CCCN2CCOCC2)cc1F,7,1.2%
Cn1cnnc1SCC(=O)Nc1sccc1C#N,4,-0.6%
CC(=O)c1ccc(N2CCC(c3cc(-c4ccc(Cl)cc4Cl)n[nH]3)CC2)c([N+](=O)[O-])c1,-3,2.3%
COc1cc2c(cc1OC)CN(C1CC(=O)N(c3c(C)cccc3C)C1=O)CC2 (configuration not stated),-9,1.5%

# Given with bars between the fields: two of the compounds above
SMILES | RmlCD inh 1536 | GlmU inhibition
Cc1ccccc1-c1noc(CCC(=O)NCC2CCCO2)n1 (configuration not stated) | 8 | 4.7%
O=C(NCc1ccccc1)c1cccc(NS(=O)(=O)c2cccc3cccnc23)c1 | -7 | 2.6%

# Later entries:
SMILES,RmlCD inh 1536,GlmU inhibition
Cc1c(NC(=O)COc2ncnc3c(Cl)cc(Cl)cc23)c(=O)n(-c2ccccc2)n1C,6,5.9%
CC(C)(C)c1ccc(NC(=O)CC2(C(F)(F)F)OCCO2)cc1,·,-0.8%
C=CCn1c(=O)c2ccccc2n2c(SCc3c(C(=O)OCC)oc4ccccc34)nnc12,·,-9.1%
CCOC(=O)c1ccccc1NC(=O)CN(c1ccccc1)S(=O)(=O)N(C)C,·,-5.1%
CCn1nc(C)c(/C=N\NC(=O)c2cccc(OC)c2)c1C,·,2.3%
O=C1CN(C(=O)CNCc2ccccc2)c2ccccc2N1,10,-0.9%
COC(=O)CN(c1cc(Cl)ccc1OC)S(=O)(=O)c1ccc(OC)c(OC)c1,5,7.5%
COC(=O)c1cc(C(=O)c2cccc(Cl)c2Cl)cn1C,·,0.3%
O=C(c1cccc(Cl)c1)C1CCCN(Cc2cccc3cnccc23)C1 (configuration not stated),-15,0.9%
CCOc1cc(C(=S)N2CCCCC2)ccc1OS(=O)(=O)c1ccc(Br)cc1,·,4.1%
CCn1c(=O)c(=O)n(CC)c2cc(S(=O)(=O)Nc3ccc(C)cc3)ccc21,-10,0.1%
O=S(=O)(c1ccccc1)N1CCC(N2CCCCCC2)CC1,·,-11%
Cc1ccc(C(=O)Nc2nc3nc(-c4ccccc4)cc(=O)n3[nH]2)cc1,10,1.4%
Nc1cc(N)nc(SCc2cc([N+](=O)[O-])cc3c2OCOC3)n1,1,·
NC(=S)N/N=C/c1cccc(Br)c1,-6,-0.3%
Cc1c(-c2ccncc2)oc2ccc(Br)cc2c1=O,0,1.3%
O=C(CCc1ccccc1)Nc1ccccc1C(=O)N1CCOCC1,·,3.6%
CCNc1nc(NC(C)C)nc(Nn2cnnc2)n1,-1,2.0%
O=C(Nc1cccc(C(F)(F)F)c1)n1cc(-c2ccccn2)c(N2CCOCC2)n1,-12,0.8%
